# Screening data from PubChem BioAssay.
# STAT1 activator – activators of IFN-gamma induced STAT1 signaling; NIH 3T3 STAT1-luciferase reporter, luminescence; 100% = IFN-gamma alone, no compound; activation (% of control), % at 5.5 µM; 200,000 tested, 2.6% active; AID 932;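 active means activation above the screen-wide mean activation plus 3 SD, cut at about 130% in these data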;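 further: raw ratio to IFN-gamma control signal so 100% means no change and 0% no light; values of inactives mirror those of a sister screen read the other way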
# NF-kB neuron act – compounds increasing NF-kB expression in human neuronal cells; NF-kB reporter expression; hits give high values; fold change at 12.5 µM; AID 1239; 190,000 tested, 1.6% active; in the data active means fold change above about 3.3
# G6PDH CS – counter-screen for G6PDH assay hits: L. mesenteroides G6PDH inhibition. 200,000 tested, 0.12% active. AID 1020. Purified L. mesenteroides G6PDH, diaphorase/resazurin coupled fluorescence, 45 min. inhibition, % at 5 µM; in the data active means inhibition above about 50%
# APP transl inh – APP translation inhibition. 190,000 tested, 0.82% active. inhibition, % at 2 µM. SH-SY5Y APP 5'UTR-luciferase reporter, luminescence;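 active means inhibition above a set limit, derived from the sample mean plus 3 SD, cut at about 45% in these data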; further: values of inactives mirror those of a sister screen read the other way
# FLuc inh counter – Photinus pyralis luciferase inhibition counter-screen; ATPLite firefly luciferase biochemical luminescence, 10 min; 200,000 tested, 1.5% active; inhibition, % at 10 µM; P08659;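 active means inhibition above about 50% when tested at 10 µM, limit read from the data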
# Target sequence (P08659 whole entry, looked up): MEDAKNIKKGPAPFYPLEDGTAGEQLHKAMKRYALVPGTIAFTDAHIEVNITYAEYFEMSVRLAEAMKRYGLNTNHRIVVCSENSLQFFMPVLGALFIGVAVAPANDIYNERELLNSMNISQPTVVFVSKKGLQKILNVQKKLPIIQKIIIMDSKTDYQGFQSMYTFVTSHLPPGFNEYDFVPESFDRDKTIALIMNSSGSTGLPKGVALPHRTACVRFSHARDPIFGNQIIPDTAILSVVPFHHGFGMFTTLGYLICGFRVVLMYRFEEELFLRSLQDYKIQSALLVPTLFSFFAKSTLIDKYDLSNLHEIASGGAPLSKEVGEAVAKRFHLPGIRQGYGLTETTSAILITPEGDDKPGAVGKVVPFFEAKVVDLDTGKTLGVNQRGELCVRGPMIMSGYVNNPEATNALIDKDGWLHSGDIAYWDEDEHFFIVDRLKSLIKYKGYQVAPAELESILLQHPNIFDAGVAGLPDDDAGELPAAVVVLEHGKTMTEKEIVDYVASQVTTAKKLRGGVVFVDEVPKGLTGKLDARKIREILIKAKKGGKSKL
# FLuc stim CS – affects firefly luciferase, flagging false hits in luciferase stimulation screens; P08659; activation factor at 10 µM; 200,000 tested, under 10 active; ATPlite luciferase biochemical, luminescence, 10 min; 0 = ATP-free wells, 1 = DMSO control;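 active means luciferase activation factor, scaled between plate controls, of at least 2 with compound at 10 µM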
#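 Assay system – cell-free luciferase reagent · Medium – PBS-based ATP solution · Dosing – test compounds dosed from 2 mM stocks in 100% DMSO · Timing – 10 min, room temperature · Technique – light output (luminescence) · Measure – luminescence gain marking luciferase activators · Controls – No-ATP low control, compound-free enzyme-plus-ATP high control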
# DTT redox prof – compounds producing H2O2 with reducing agent – biochemical, NIH compound library profiling, artefact control for MLSCN library redox annotation, primary screen | DTT-dependent redox cycling H2O2, phenol red/HRP absorbance; 100% = 100 µM peroxide control, 0% = buffer | activation, % at 10 µM | 200,000 tested, 0.03% active | AID 878;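 active means activation of at least 50% relative to the plate's high and low controls in the primary single-dose screen; inactive means activation below 50%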;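 further: compound incubated with DTT at 0.8 mM final as the reducing agent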
# Hsp70 activator – Hsp70 transcriptional activation, primary screen | HeLa Hsp70 promoter luciferase reporter, luminescence; scaled: vehicle 0, proteasome-inhibitor control 100% | activation, % at 10 µM | 200,000 tested, 0.04% active;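 active means activation above the mean across all tested compounds plus 3 SD, cutoff set per campaign, cut at about 5.5% in these data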;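 further: 100% = MG132 at 30 µM as the positive control and 0% = DMSO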
# APP 5'UTR act – activates APP 5'UTR luciferase reporter | SH-SY5Y APP 5'UTR luciferase reporter, luminescence; zero percent = DMSO vehicle wells | activation, % at 2 µM | 190,000 tested, 1% active | AID 1276;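 active means activation above a set limit, based on mean plus 3 SD of controls, cut at about 140% in these data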; further: values of inactives mirror those of a sister screen read the other way
# Efa HMGR inh – inhibitors of class II HMG-CoA reductase from Enterococcus faecalis. purified E. faecalis HMGR, NADPH absorbance 340 nm kinetic. AID 1066. inhibition, % at 10 µM. 190,000 tested, 0.41% active;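 active means inhibition above a set limit, the median over all tested compounds plus 3 SD, cut at about 9.5% in these data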;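 further: enzyme runs in reverse so mevalonate oxidation gives rising NADPH absorbance; 0% = complete reaction with DMSO and 100% = background rate lacking mevalonate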
# * hit, by the source's call; · = not tested or not shown; & = joins results of further samples.
1) Nc1nnc(-c2cccc(Cl)c2Cl)c(N)n1
2) C/C=C/C=C/C(=O)Nc1nccs1
3) O=C(NNC(=O)c1cccnc1SCc1cccc([N+](=O)[O-])c1)c1ccc(F)cc1
4) Cc1nc(N2CCN(C(=O)c3ccco3)CC2)c2c3c(sc2n1)CC(C)CC3 (stereo unspecified)
5) CC(C(=O)NCc1cccs1)n1cccc1 (stereo unspecified)
6) Cc1cc(C)c2c(-n3cccc3)nn(CC#N)c2n1
7) Cc1cc(C)n(CC2CC(=O)N(c3ccc(F)c(Cl)c3)C2=O)n1 (stereo unspecified)
8) O=C(c1ccccc1)N1CCN(C(=O)C23CC4CC(CC(C4)C2)C3)CC1
9) COc1c2ccc(C(=O)NCCCCc3ccccc3)cc2nn1C
10) Cc1nn(-c2nc3ccccc3n2Cc2ccccc2)c2c1C(=O)CC(C)(C)C2

assay / entry,1,2,3,4,5,6,7,8,9,10
STAT1 activator,96,112,109,83,105,98,105,105,102,95
NF-kB neuron act,1.2,1.7,0.77,0.97,1.1,1.1,1.2,0.91,1.1,1.1
G6PDH CS,12&5,-5,-3,9,-2,3,8,3,11,3
APP transl inh,7,6,20,7,-2,1,10,6,19,-30
FLuc inh counter,-6&-1,3,-5,-6,-10,-3,-8,-6,2,-3
FLuc stim CS,1.1&1,1,1,1.1,1.1,1,1.1,1.1,1,1
DTT redox prof,0.4,-0.2,-0.3,-1.1,-0.1,18,0.0,1.6,-6.2,2.7
Hsp70 activator,-0.2&-0.1,0.1,-0.5,0.0,0.2,-0.1,-0.2,-0.6,-0.3,-0.1
APP 5'UTR act,-7,-6,-20,-7,2,-1,-10,-6,-19,30
Efa HMGR inh,-1&-2,-4,-1,0,-1,-5,-1,-1,5,2

11) O=C(Nc1ccc2c(c1)OCCO2)C1CCCN1S(=O)(=O)c1cccc2cccnc12 (stereo unspecified)
12) CCN(C(=S)Nc1ccccc1F)C1CCCCC1
13) Cn1c(=O)cc(N2CCCCC2)[nH]c1=O
14) Cc1cccc2c(C(=O)O)c3c(nc12)CCCCC3
15) Cc1c(NC(=O)COC(=O)COc2ccc(Nc3ccccc3)cc2)c(=O)n(-c2ccccc2)n1C
16) CCC(Sc1ncccc1C(=O)OC(C)C)C(=O)N1CCOCC1 (stereo unspecified)
17) COC(=O)C1=C(C)Nc2nnnn2C1c1ccco1 (stereo unspecified)
18) CCOc1c2ccc(C(=O)NCc3cc(C(F)(F)F)cc(C(F)(F)F)c3)cc2nn1C
19) O=C(/C=C/c1cccc(Cl)c1)c1nc2ccccc2[nH]1
20) COc1ccc2cc(C(=O)Nc3ccc(F)cc3)sc(=O)c2c1OC

assay / entry,11,12,13,14,15,16,17,18,19,20
STAT1 activator,100,99,104,102,102,102,103,103,106,110
NF-kB neuron act,0.87,1.2,1.1,1.5,1,1.1,1.1,1.4,2.5,1.2
G6PDH CS,19,5,1,2,7,4,3,5,7,8
APP transl inh,-25,-1,0,-3,5,-3,-25,2,2,1
FLuc inh counter,-5,-2,-4,-2,7,-4,-3,-5,44,-5
FLuc stim CS,1,1,1,1,0.9,1,1,1.1,0.6,1
DTT redox prof,-0.5,-3.6,0.1,0.9,-0.4,2.5,1.6,-3.5,-7.3,-6.4
Hsp70 activator,-0.1,-0.3,-0.1,-0.4,0.2,-0.2,-0.4,-0.1,0.0,-0.2
APP 5'UTR act,25,1,0,3,-5,3,·,-2,-2,-1
Efa HMGR inh,-5,-3,2,-5,0,-3,1,-1,1,-8

# Limited to APP 5'UTR act, NF-kB neuron act and STAT1 activator (7 entries from above):
no.	structure	APP 5'UTR act	NF-kB neuron act	STAT1 activator
7	Cc1cc(C)n(CC2CC(=O)N(c3ccc(F)c(Cl)c3)C2=O)n1 (stereo unspecified)	-10	1.2	105
8	O=C(c1ccccc1)N1CCN(C(=O)C23CC4CC(CC(C4)C2)C3)CC1	-6	0.91	105
9	COc1c2ccc(C(=O)NCCCCc3ccccc3)cc2nn1C	-19	1.1	102
10	Cc1nn(-c2nc3ccccc3n2Cc2ccccc2)c2c1C(=O)CC(C)(C)C2	30	1.1	95
11	O=C(Nc1ccc2c(c1)OCCO2)C1CCCN1S(=O)(=O)c1cccc2cccnc12 (stereo unspecified)	25	0.87	100
12	CCN(C(=S)Nc1ccccc1F)C1CCCCC1	1	1.2	99
13	Cn1c(=O)cc(N2CCCCC2)[nH]c1=O	0	1.1	104

# Five compounds from above, sorted by the value under APP transl inh, ascending:
nr | SMILES | STAT1 activator | NF-kB neuron act | APP transl inh | FLuc stim CS | DTT redox prof | Hsp70 activator | APP 5'UTR act | Efa HMGR inh
12 | CCN(C(=S)Nc1ccccc1F)C1CCCCC1 | 99 | 1.2 | -1 | 1 | -3.6 | -0.3 | 1 | -3
6 | Cc1cc(C)c2c(-n3cccc3)nn(CC#N)c2n1 | 98 | 1.1 | 1 | 1 | 18 | -0.1 | -1 | -5
2 | C/C=C/C=C/C(=O)Nc1nccs1 | 112 | 1.7 | 6 | 1 | -0.2 | 0.1 | -6 | -4
7 | Cc1cc(C)n(CC2CC(=O)N(c3ccc(F)c(Cl)c3)C2=O)n1 (stereo unspecified) | 105 | 1.2 | 10 | 1.1 | 0.0 | -0.2 | -10 | -1
9 | COc1c2ccc(C(=O)NCCCCc3ccccc3)cc2nn1C | 102 | 1.1 | 19 | 1 | -6.2 | -0.3 | -19 | 5

# Some values from the entries so far:
# Value for CCC(Sc1ncccc1C(=O)OC(C)C)C(=O)N1CCOCC1 (stereo unspecified) in APP 5'UTR act: 3
# Value for Cc1cccc2c(C(=O)O)c3c(nc12)CCCCC3 in Hsp70 activator: -0.4
# Value for CCOc1c2ccc(C(=O)NCc3cc(C(F)(F)F)cc(C(F)(F)F)c3)cc2nn1C in Hsp70 activator: -0.1

# (listing goes on)
21) C=CCNCCCCOc1ccccc1-c1ccccc1
22) CCNS(=O)(=O)c1cc(OC)ccc1OC
23) O=C(Nc1ccc(N2CCCC2)cc1)C(c1ccccc1)c1ccccc1
24) CCOC(=O)c1c(NC(=O)CN2CCN(C)CC2)sc(C(=O)Nc2ccccc2)c1C
25) COc1ccccc1N1CCN(C(=O)c2ccc(C(C)(C)C)cc2)CC1
26) OCC1(Cc2ccccc2)CCCN(Cc2cnn(-c3ccccc3)c2)C1 (stereo unspecified)
27) Cc1cccc(CSc2ccc(-c3ccco3)nn2)c1
28) CCOC(=O)C1=C(C)NC(=O)N(C(C)=O)C1c1ccc(Cl)cc1 (stereo unspecified)
29) C=CCOc1cccc(CNCCCN2CCOCC2)c1
30) CCOC(=O)N1CCN(C(=O)c2ccc3c(c2)N(CC)CCS3)CC1

assay / entry,21,22,23,24,25,26,27,28,29,30
STAT1 activator,98,94,97,117,102,92,133*,95,104,93
NF-kB neuron act,1,1.3,1.4,1.3,0.87,1.1,1.6,0.72,1.7,0.97
G6PDH CS,5,4,0,2,-6,3,-9,1,0,7
APP transl inh,3,4,0,-16,29,0,-49,8,21,-26
FLuc inh counter,1,-1,-8,4,-8,-3,27,-6,0,3
FLuc stim CS,1,1,1.1,1,1.1,1,0.7,1.1,1,1
DTT redox prof,0.0,0.0,0.4,-0.7,0.9,-0.6,0.3,-0.6,0.8,-0.8
Hsp70 activator,0.1,-0.4,-0.3,0.0,-0.3,-0.3,-0.2,-0.1,0.2,-0.2
APP 5'UTR act,-3,-4,0,16,-29,0,49,-8,-21,26
Efa HMGR inh,2,-3,-1,9,-4,1,2,-2,-5,0

31) OC1(c2ccc(Br)cc2)CN(c2ccccc2)C2=[N+]1CCS2 (stereo unspecified)
32) CC(C)(C)Sc1ccc(/C=N/O)cc1[N+](=O)[O-]
33) Cc1nc(N2CCN(C(c3ccccc3)c3ccccc3)CC2)[nH]c(=O)c1C
34) COc1ccc(C(c2nnnn2C2CCCCC2)N2CCN(c3ccc(OC)cc3)CC2)cc1 (stereo unspecified)
35) COc1ccccc1C(=O)N/C(=C\c1ccc(Br)cc1)C(=O)NCCC(=O)O
36) COC(=O)c1c(NC(=O)C2CC2)sc2c1CCCC2
37) Cc1nn(C)c(Oc2ccc(Cl)cc2)c1C=O
38) COc1ccc(OC)c(NC(=O)C2CCN(c3cc(-c4ccccc4)nc4ncnn34)CC2)c1
39) CCCNC(=O)NC(=O)CSc1nc2cc(C(=O)OC)ccc2c(=O)n1-c1ccccc1
40) CCOc1ccc(C)cc1-n1nc2ccccc2n1

assay / entry,31,32,33,34,35,36,37,38,39,40
STAT1 activator,102,102,100,104,111,102,101,76,96,103
NF-kB neuron act,1.1,1.2,1.1,0.87,0.99,0.96,0.88,1.1,1.3,1.2
G6PDH CS,-5,17,-4,2,22,-7,-2,16,-2,4
APP transl inh,12,-3,-13,-8,-7,-9,3,10,-10,4
FLuc inh counter,-8,-5,-6,-8,-1,-9,-2,-4,-3,-3
FLuc stim CS,1.1,1,1.1,1.1,1,1.1,1,1,1,1
DTT redox prof,0.1,-0.3,-9.2,1.1,-0.3,0.0,-4.2,0.6,0.3,-7.1
Hsp70 activator,0.0,-0.3,-0.3,-0.5,-0.4,-0.2,-0.5,-0.3,0.4,-0.2
APP 5'UTR act,-12,3,13,8,7,9,-3,-10,11,-4
Efa HMGR inh,-1,-6,-3,-1,0,-8,-1,-6,-5,4

41) CC(C)Cn1c(CCC(=O)O)ccc1-c1cccs1
42) Cn1c(=O)c(Oc2ccc(Cl)cc2)c(O)c2ccccc21
43) COc1ccc(NC(=O)C2CCN(C(=O)c3ccccc3)CC2)c(OC)c1
44) COc1ccc(C=O)cc1COc1ccccc1F
45) Brc1ccc(-c2noc(C3CCCCC3)n2)cc1
46) CCOC(=O)c1c(-c2ccccc2)csc1NC(=O)CSc1nc(C)cc(C)n1

assay / entry,41,42,43,44,45,46
STAT1 activator,100,91,102,98,128,98
NF-kB neuron act,0.95,0.95,1.1,1.1,2,1.6
G6PDH CS,3,-6,6,-2,3,4
APP transl inh,5,5,7,3,-85,-1
FLuc inh counter,1,-3,-6,-5,7,-6
FLuc stim CS,1,1,1.1,1.1,0.9,1.1
DTT redox prof,0.9,-0.3,-2.6,0.1,0.9,0.0
Hsp70 activator,-0.1,-0.4,0.0,-0.1,0.3,-0.4
APP 5'UTR act,-5,-5,-7,-3,85,1
Efa HMGR inh,-1,-3,-6,1,-1,-4
